Myeloid diff 2 = induction of myeloid progenitor differentiation, primary screen, cell-based, flow cytometry, MLPCN library | ER-HoxA9 myeloid progenitors, lysozyme-GFP differentiation | calls only at 10 µM | hit rate 1% among 360,000;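 active means normalized GFP-positive differentiation at or above the plate's own cutoff, the solvent-only control mean plus 3 SD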;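 further: cells exposed to compound for four days before flow analysis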
LYP phosphatase = inhibitors of LYP phosphatase, biochemical, fluorescence intensity, uHTS (AID 1779) | Tyrosine-protein phosphatase non-receptor type 22 (Homo sapiens) | recombinant LYP phosphatase, fluorescence intensity; higher % means a stronger effect | inhibition, % at 11.5 µM; hits with a dose series show IC50 in µM | hit rate 0.054% among 290,000;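 further: plate controls were vehicle with enzyme for no effect and no enzyme for full effect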
ER stress rescue = rescue of cells from ER stress-induced death, primary screen, 384-well, CSM14.1, thapsigargin, ATP luminescence (AID 1222) | CSM14.1 thapsigargin-induced death rescue, ATP luminescence; higher % means a stronger effect | cellular ATP content (survival), % at 20 µM; hits with a dose series show EC50 in µM | 190,000 tested, under 10 active;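 active means EC50 below 50 µM in the dose-response confirmation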;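 further: death triggered by thapsigargin at about 15 µM added after 2 h compound pretreatment; cell ATP read after overnight thapsigargin exposure of roughly 18 to 22 hours; normalized against plate controls of thapsigargin alone and 5% DMSO vehicle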
M17LAP inhibition = P. falciparum M17LAP inhibitors, primary screen, biochemical, fluorogenic H-Leu-NHMec substrate, 1536-well (AID 1619) | recombinant M17LAP, H-Leu-NHMec fluorogenic kinetic assay; higher % means a stronger effect | Leucine aminopeptidase (Plasmodium falciparum (isolate 3D7)) | hit rate 0.38% among 220,000 | inhibition, % at 30 µM, or IC50 in µM where a hit was titrated;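 active means compound inhibiting the enzyme by more than half at any dose during confirmatory dose-response retesting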;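 further: plate controls were full reaction with DMSO carrier for no effect and no enzyme background for full effect; strong numbers were not always called active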
M1AAP inhibition = P. falciparum M1AAP inhibitors, biochemical, fluorogenic H-Leu-NHMec substrate, 1536-well (AID 1445) | hit rate 0.42% among 220,000 | inhibition, % at 30 µM, or IC50 in µM where a hit was titrated | Aminopeptidase N (Plasmodium falciparum (isolate 3D7)) | recombinant M1AAP, H-Leu-NHMec fluorogenic kinetic assay; higher % means a stronger effect;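 active means primary inhibition above the hit cutoff, then over 50% inhibition at one or more dose response concentrations, cut at about 23% in these data, passing the limit was not always enough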;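 further: plate controls were DMSO full reaction for no effect and no enzyme background for full effect; strong numbers were not always called active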
TNAP activation fold = human TNAP enzyme activators, primary screen, biochemical, luminescent, no phosphate acceptor, uHTS (AID 1001). purified TNAP, luminescent activation assay, no phosphate acceptor; higher activation fold means a stronger effect. one-dose activation fold at 20 µM; EC50 in µM for titrated hits. hit rate 0.03% among 200,000; in the data active means activation fold from about 3, or a potency from the dose series; inactive means the rest, 99 in 100 with activation fold below about 1.6; further: many of its hits are not listed in these tables
XIAP displacement = XIAP antagonists, biochemical, IAP family, fluorescence polarization (AID 1018); E3 ubiquitin-protein ligase XIAP (Homo sapiens); XIAP BIR domain, fluorescence polarization peptide displacement; higher % means a stronger effect; displacement, % at 20 µM, or IC50 in µM where a hit was titrated; hit rate 0.007% among 200,000; in the data active means displacement above about 50%; further: a part of the inactive calls stands beside numbers as strong as those of hits
human PMI inhibition = inhibitors of human PMI, primary screen, biochemical, fluorescence intensity, coupled assay (AID 1209); Mannose-6-phosphate isomerase (Homo sapiens); purified PMI enzyme, coupled fluorescence intensity; higher % means a stronger effect; inhibition, % at 20 µM, or IC50 in µM where a hit was titrated; hit rate 0.42% among 190,000;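 further: plate controls were DMSO vehicle for no effect and wells lacking substrate for full effect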
PMI inhibition = human PMI inhibitors, high substrate, primary screen, biochemical, fluorescence intensity, high mannose 6-phosphate (AID 1220); hit rate 0.66% among 190,000; Mannose-6-phosphate isomerase (Homo sapiens); inhibition, % at 20 µM, or IC50 in µM where a hit was titrated; recombinant PMI enzyme, coupled fluorescence intensity; higher % means a stronger effect
Myeloid diff 2 GFP+ MAC1+ % = recorded beside Myeloid diff 2, whose call it bears; GFP+ MAC1+ double positive, %; measured here: differentiation confirmed by MAC1 staining
An asterisk follows results filed as active; i = inactive; . = no result given; + = active, no number. Unless noted, no stated cut-off is given here; in the data, active means inhibition above about 50%; inactive means the rest.

SMILES | Myeloid diff 2 | Myeloid diff 2 GFP+ MAC1+ % | LYP phosphatase | ER stress rescue | M17LAP inhibition | M1AAP inhibition | TNAP activation fold | XIAP displacement | human PMI inhibition | PMI inhibition
O=S(=O)(c1ccc(Cl)cc1)N1CCCC1c1nc(-c2ccc(Cl)cc2)no1 (stereo not drawn) | i | 2.2 | -3% | 0.3% | 26% | 19% | 1.1 | -8.9% | 2% | 1%
CCC(=O)Nc1ccc(C=C(C(C)=O)C(C)=O)cc1 | i | 0.5 | -8% | . | 14% | 5% | . | . | . | .
CC(=O)Nc1ccc(N=Nc2ccccc2)cc1 | i | 0.7 | 0% | 0.6% | 1% | 8% | 0.8 | -0.9% | 8% | 2%
O=C(Nc1ccccc1Cl)Nc1ccccc1Cl | i | 0.5 | -3% | . | -5% | 2% | . | . | . | .
O=S1(=O)CCN2N=C(C3CC3)SC2=N1 | i | 0.6 | -4% | -0.8% | -4% | -3% | 1.2 | -4.2% | -1% | -2%
O=c1[nH]c(SCc2cccc(Cl)c2)nc2ccccc12 | i | 0.4 | 1% | -0.6% | 2% | 14% | 1.1 | 3.2% | -3% | -2%
COc1ccc(N2CC(O)=C(c3nc4ccccc4s3)C2=N)cc1 | i | 4.4 | -8% | -0.4% | -6% | 3% | 1 | -5.0% | -4% | -9%
Cc1cc(C)cc(N2CC(C)(C)C2=O)c1 | i | 0.3 | 0% | -0.7% | 14% | 0% | 1 | -4.9% | 30% | 20%
COc1ccc(C2CC(=O)c3cnc(NC(=O)c4ccccc4)nc3C2)c(OC)c1 (stereo not drawn) | i | 1.5 | -7% | 3.8% | 6% | 7% | 1.2 | -9.1% | -1% | 3%
CC(=O)Oc1cccc(N2C(=O)CC(Nc3ccc(N4CCOCC4)cc3)C2=O)c1 (stereo not drawn) | i | 1.3 | -1% | . | 17% | 8% | 1.1 | -2.9% | 16% | 7%
CCCc1cc(C(=O)NCCc2ccc(OC)c(OC)c2)no1 | i | 2.3 | -10% | 2.2% | 3% | -3% | 1.1 | -1.2% | 10% | 3%
COc1ccc(/C=N/Nc2nnc(Cc3ccccc3)c(=O)[nH]2)cc1OC | i | 0.6 | 9% | . | -6% | -1% | . | . | . | .
Nc1ccccc1N=c1ssnc1Cl | i | 0.6 | -6% | -1.6% | 10% | -1% | 1.2 | -5.9% | 61%* | 38%
CCCNc1c(F)c(F)c2c(C)c3ccccc3nc2c1F | + | 1.8* | -3% | -1.0% | -1% | 17% | 1 | 2.0% | -9% | 25%
O=[N+]([O-])c1nn(-c2ccc(Cl)cc2)n(O)c1=NCc1ccccc1Cl | i | 0.6 | -3% | -0.2% | 6% | 5% | 1 | -12% | 4% | 6%
Cc1ccc(NC(=O)CN2CCc3ccccc3C2)cc1S(=O)(=O)N(C)C | i | 0.3 | -5% | 1.6% | -3% | 7% | 1.1 | -9.1% | 12% | 4%
FC(F)(F)c1cccc(Cn2nnnc2-c2cc(Cl)cc(Cl)c2)c1 | i | 0.7 | -2% | -0.7% | 2% | 3% | 1 | -0.9% | 21% | 14%
CC(C)c1ccc(NC(=O)CSc2nc(-c3ccccc3F)nc3nc[nH]c23)cc1 | i | 0.5 | -6% | 0.8% | -5% | 4% | 1.3 | -0.1% | 0% | -11%
CC(C)OCCCNc1ncnc2c1[nH]c1ccc(F)cc12 | i | 1.4 | -1% | -0.7% | 6% | 6% | 1.1 | -4.5% | 2% | -3%
CCOc1ccc(NC(=O)Nc2cc(C)ccc2OC)cc1 | i | 0.9 | -2% | -1.7% | -16% | 6% | 1.1 | -2.2% | 4% | 5%
CN1CCN(C(=O)C2=C[C@H](c3ccc(Br)cc3)C[C@H](OCCCCO)O2)CC1 | i | 1.3 | -5% | 1.2% | -2% | 5% | 1.1 | -0.8% | 3% | 6%
Cc1ccc2c(c1)N(CCCC(=O)NCc1ccc3c(c1)OCO3)C(=O)CO2 | i | 1.8 | 0% | -1.6% | 16% | -12% | 1.1 | -4.3% | -16% | -9%
Cc1ccc2c(c1)COc1c3ccc(C(=O)N[C@@H](C)CO)cc3nn1-2 | i | 0.8 | -10% | . | -5% | 20% | . | . | . | .
Cc1cccc(CC(=O)c2c[nH]c3ccccc23)c1 | i | 1.3 | -3% | . | 1% | -1% | . | . | . | .
O=C(CN1CCc2ccccc2C1)Nc1cc(S(=O)(=O)N2CCOCC2)ccc1N1CCOCC1 | i | 1.1 | 5% | -2.5% | -3% | 2% | 1 | -4.9% | -6% | 3%
Cc1ccccc1CC1(CO)CCCN(Cc2nc(-c3cccs3)oc2C)C1 (stereo not drawn) | i | 0.0 | -6% | 0.0% | 1% | 1% | 1 | -2.6% | 16% | 3%
O=C(Nc1cnn(C23CC4CC(CC(C4)C2)C3)c1)c1cc(-c2ccccc2)on1 | i | 5.2 | 2% | -0.6% | -5% | 4% | 1.1 | -5.0% | 8% | 2%
Cc1nn(-c2ccccc2)c(Cl)c1C(=O)NCC(=O)O | . | . | 2% | -1.4% | 12% | 2% | 1.1 | 0.9% | 0% | -4%
NS(=O)(=O)c1ccc(NC(=S)NCC2CCCO2)cc1 (stereo not drawn) | i | 0.1 | -6% | -3.4% | -12% | 5% | 1 | 1.1% | 3% | -2%
CC(=O)Nc1ccc2sc(C)nc2c1 | i | 0.7 | -2% | . | 0% | 0% | . | . | . | .
Cc1c(Cl)cccc1NC(=O)CC(C(=O)O)C1CCCO1 (stereo not drawn) | i | 0.7 | 1% | 1.7% | 13% | 5% | 1.2 | 3.5% | 2% | 4%
CCCN1CC23C=CC(O2)C(C(=O)O)C3C1=O (stereo not drawn) | i | 1.6 | -3% | -2.5% | -1% | -1% | 1.2 | -0.8% | 12% | 11%
COC(=O)[C@@]1(Cc2ccc(F)cc2)[C@H]2c3cc(C(=O)N(C)C)n(Cc4c(CO)[nH]cc(C)c4=O)c3C[C@H]2CN1C(=O)c1ccccc1 | . | . | 3% | 0.5% | 7% | 1% | 1 | -19% | 1% | 10%
Cc1cc2ccccn2c1C(=O)c1ccncc1 | i | 5.7 | 0% | -1.8% | 12% | 6% | 1.1 | -4.1% | 14% | 13%
COc1ccc(N2C(=O)CCC(C(=O)NCc3cccnc3)C2c2ccc(OC)c(OC)c2)cc1 (stereo not drawn) | i | 0.9 | -4% | -0.7% | -4% | 7% | 1.2 | -8.3% | 5% | -1%
CCOC(=O)c1[nH]c(C)c(C(=O)NC(C)CC)c1C (stereo not drawn) | i | 1.0 | -7% | -1.0% | 6% | 5% | 1.1 | -4.7% | 5% | 5%
COc1ccc(CCN2CN(S(=O)(=O)c3ccc(OC)cc3)c3nc4ccccc4nc32)cc1 | i | 0.4 | 2% | -4.0% | 8% | 8% | 0.9 | -15% | -19% | -12%
CCNC(=S)Nc1ccc(Cl)c(C(F)(F)F)c1 | i | 2.0 | -7% | -2.4% | 4% | 4% | 1.1 | 2.6% | 8% | 7%
CCCn1c(N2CCC(Cc3ccccc3)CC2)nc2c1c(=O)[nH]c(=O)n2C | i | 0.0 | -8% | 1.8% | 7% | 12% | 1.2 | 0.1% | 8% | 10%
O=C(Nc1nnc(-c2ccco2)o1)c1ccc([N+](=O)[O-])s1 | + | 1.0* | -2% | -1.6% | 5% | 2% | 1 | -4.2% | -42% | -30%
Fc1ccccc1CSc1ncnc2sc3c(c12)CCCC3 | i | 0.3 | 7% | -2.2% | -3% | 2% | 1.1 | -3.9% | 20% | 11%
CC(C)c1ccccc1NC(=O)c1cccnc1 | i | 1.8 | -5% | 0.9% | 6% | 9% | 1.1 | -5.5% | 8% | 2%
Cc1ccc(C(=O)Nc2ncc3c(Cl)cccc3n2)cc1 | i | 0.8 | -8% | -7.3% | 3% | -1% | 1.1 | -1.0% | 10% | 1%
CCc1ccccc1NC(=S)NN | . | . | -4% | 0.0% | -5% | 5% | 1.1 | -1.9% | -6% | -9%
COc1ccc(C(C(=O)NCCC(C)C)N(CCN2CCOCC2)C(=O)Cn2nnc3ccccc32)c(OC)c1 (stereo not drawn) | i | 0.8 | -4% | 1.0% | 5% | 7% | 1.1 | -7.0% | 2% | -4%

Records listed above printed as active in human PMI inhibition.
mol	Myeloid diff 2 GFP+ MAC1+ %	LYP phosphatase	M17LAP inhibition	M1AAP inhibition	TNAP activation fold	XIAP displacement	human PMI inhibition	PMI inhibition
Nc1ccccc1N=c1ssnc1Cl	0.6	-6%	10%	-1%	1.2	-5.9%	61%*	38%

New compounds follow.
SMILES | Myeloid diff 2 | Myeloid diff 2 GFP+ MAC1+ % | LYP phosphatase | ER stress rescue | M17LAP inhibition | M1AAP inhibition | TNAP activation fold | XIAP displacement | human PMI inhibition | PMI inhibition
COc1ccc(NS(=O)(=O)c2cccc(C(=O)N/N=C/c3ccc(O)cc3)c2)cc1 | i | 0.2 | -7% | -1.2% | 13% | 8% | 0.9 | -2.8% | -2% | -4%
CCOC(=O)c1cnc2ccccc2c1NCCc1ccc(OC)c(OC)c1 | i | 0.3 | -4% | 0.1% | 11% | 12% | 1.1 | -0.6% | 7% | 11%
CC(C)(CNc1ccc([N+](=O)[O-])cc1C#N)N1CCOCC1 | i | 0.5 | -4% | -0.7% | 10% | 10% | 1 | 3.8% | 15% | 23%
COc1ccccc1Nc1nnc(SCC2CCCCO2)s1 (stereo not drawn) | i | 0.5 | -4% | -2.6% | 13% | -2% | 1.1 | -2.9% | -2% | -1%
CCOc1ccc(N(CC(=O)Nc2cccnc2)S(C)(=O)=O)cc1 | i | 0.5 | -4% | 1.0% | 10% | 11% | 1 | 21% | -3% | -8%
C/C(CC(=O)Nc1ccc2c(c1)OCO2)=N\NC(=O)C(c1ccccc1)c1ccccc1 | i | 0.7 | 0% | -4.3% | 22% | 1% | 1 | -18% | 15% | 31%
CS(=O)(=O)NCc1ccc(C(=O)NCc2ccccc2)cc1 | i | 0.7 | 1% | 0.1% | -2% | 6% | 1.1 | -1.2% | 10% | 7%
CN(C)c1ccc(C(=S)N2CCNCC2)cc1 | i | 0.9 | -4% | 3.8% | -1% | 1% | 1.1 | -1.1% | 1% | 5%
CCOC(=O)CC/C(C)=N\N=C1\SC(CC(=O)O)C(=O)N1c1ccccc1 (stereo not drawn) | i | 0.3 | -11% | . | -2% | -4% | . | . | . | .
CC(C)C(=O)Nc1ccccc1C(=O)N/N=C/c1ccc([N+](=O)[O-])cc1 | i | 0.7 | 11% | -2.1% | 8% | -1% | 0.9 | -3.9% | -20% | -4%

Structural class, the compounds so far with a CF3 group
SMILES | Myeloid diff 2 | Myeloid diff 2 GFP+ MAC1+ % | LYP phosphatase | ER stress rescue | M17LAP inhibition | M1AAP inhibition | TNAP activation fold | XIAP displacement | human PMI inhibition | PMI inhibition
FC(F)(F)c1cccc(Cn2nnnc2-c2cc(Cl)cc(Cl)c2)c1 | i | 0.7 | -2% | -0.7% | 2% | 3% | 1 | -0.9% | 21% | 14%
CCNC(=S)Nc1ccc(Cl)c(C(F)(F)F)c1 | i | 2.0 | -7% | -2.4% | 4% | 4% | 1.1 | 2.6% | 8% | 7%

Compound activity: PubChem, several laboratories
